Screens: PubChem BioAssay, The Scripps Research Institute Molecular Screening Center
PAD4 inh = inhibitors of human PAD4. Q9UM07. recombinant PAD4, RCA probe fluorescence polarization. inhibition, % at 6.36 µM. actives 0.41% (n = 330,000). AID 485272;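 active = percent inhibition above a cutoff equal to the mean of all tested compounds plus 3 SD, cut at about 15% in these data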;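 also: 0% = PAD4 with RCA probe and DMSO and 100% = probe without PAD4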
PAFAH1B3 FP inh = PAFAH1B3 (human) inhibition | Q15102 | recombinant PAFAH1B3, FP-rhodamine probe, fluorescence polarization | inhibition, % at 3.39 µM | actives 0.28% (n = 340,000) | AID 492972;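 active = inhibition above the screen-wide average of all tested compounds plus 3 SD, cut at about 25% in these data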;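 also: 0% = enzyme with DMSO only and 100% = wells lacking PAFAH1B3 protein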
Target sequence (Q15102 whole entry, looked up): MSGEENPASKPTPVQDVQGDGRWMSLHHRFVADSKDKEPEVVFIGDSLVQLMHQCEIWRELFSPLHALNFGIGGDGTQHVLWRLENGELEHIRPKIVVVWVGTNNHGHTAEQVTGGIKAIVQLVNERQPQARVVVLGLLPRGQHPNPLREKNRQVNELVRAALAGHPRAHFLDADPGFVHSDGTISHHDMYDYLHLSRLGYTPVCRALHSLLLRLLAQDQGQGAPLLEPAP
PAFAH1B2 inh = inhibitors of human PAFAH1B2 | actives 1.2% (n = 340,000) | AID 492953 | recombinant PAFAH1B2, FP-rhodamine activity probe, fluorescence polarization | inhibition, % at 3.39 µM;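 active = inhibition above the mean of all tested compounds plus 3 SD, cut at about 24% in these data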;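 also: 0% = enzyme with DMSO and 100% = wells lacking PAFAH1B2; many of its hits are not listed in these tables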
Target sequence (P68402 whole entry, looked up): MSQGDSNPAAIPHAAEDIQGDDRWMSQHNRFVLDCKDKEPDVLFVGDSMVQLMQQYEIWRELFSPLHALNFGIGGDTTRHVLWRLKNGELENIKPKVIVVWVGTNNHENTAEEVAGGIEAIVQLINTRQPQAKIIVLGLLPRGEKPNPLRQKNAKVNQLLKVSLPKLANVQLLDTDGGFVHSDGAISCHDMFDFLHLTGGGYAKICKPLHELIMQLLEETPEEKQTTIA
GSTO1 counter = counter-screen for RBBP9 inhibitors: inhibitors of human GSTO1. P78417. recombinant GSTO1, activity-based probe fluorescence polarization. inhibition, % at 5.96 µM. actives 1.1% (n = 300,000);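 active = inhibition above the campaign mean inhibition plus 3 SD, cut at about 35% in these data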;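 also: 0% = GSTO1-1 with DMSO and 100% = wells lacking GSTO1-1 enzyme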
Target sequence (P78417 whole entry, looked up): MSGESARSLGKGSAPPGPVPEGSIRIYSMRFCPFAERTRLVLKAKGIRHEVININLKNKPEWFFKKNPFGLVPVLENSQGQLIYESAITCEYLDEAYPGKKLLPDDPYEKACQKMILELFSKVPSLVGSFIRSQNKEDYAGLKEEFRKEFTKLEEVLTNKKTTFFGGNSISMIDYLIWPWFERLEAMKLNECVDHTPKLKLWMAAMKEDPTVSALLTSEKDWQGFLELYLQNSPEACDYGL
pPAFAH FP inh = pPAFAH (human) enzyme inhibition; Q13093; recombinant pPAFAH, FP-rhodamine probe fluorescence polarization; inhibition, % at 3.39 µM; actives 1.5% (n = 330,000); AID 463082;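 active = inhibition above the mean inhibition across the screen plus 3 SD, cut at about 25% in these data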;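 also: inhibitors block binding of the rhodamine activity-based probe so polarization drops; 0% = enzyme with DMSO and 100% = wells lacking pPAFAH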
LYPLA1 inh = blocks human lysophospholipase 1, a PME1 counter-screen; actives 0.16% (n = 320,000); O75608; recombinant LYPLA1, FP-Rh probe fluorescence polarization; inhibition, % at 5.9 µM;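 active = inhibition above the mean of all tested compounds plus 3 SD, set per campaign, cut at about 14% in these data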;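 also: inhibitors block serine hydrolase probe labeling of LYPLA1 so polarization falls; 0% = enzyme with DMSO and 100% = wells lacking LYPLA1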
Target sequence (O75608 whole entry, looked up): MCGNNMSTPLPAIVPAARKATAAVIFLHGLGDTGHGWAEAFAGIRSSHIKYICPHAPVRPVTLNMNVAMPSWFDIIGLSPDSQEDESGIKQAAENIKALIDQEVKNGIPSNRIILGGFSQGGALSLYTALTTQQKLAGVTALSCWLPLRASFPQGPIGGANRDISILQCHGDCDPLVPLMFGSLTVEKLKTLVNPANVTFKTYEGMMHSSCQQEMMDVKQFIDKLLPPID
PME-1 primary = PME-1 (human) inhibition | Q9Y570 | recombinant PME-1, FP-Rh probe fluorescence polarization | inhibition, % at 5.9 µM | actives 0.53% (n = 320,000) | AID 2130;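 active = inhibition above the campaign mean of all compounds plus 3 SD, cut at about 26% in these data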;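 also: competitive labeling of PME-1 active site by serine hydrolase directed probe; 0% = PME-1 with DMSO and 100% = wells lacking PME-1 enzyme; inhibitors block probe labeling so polarization falls and inhibition rises; many of its hits are not listed in these tables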
PAFAH2 FP inh = PAFAH2 (human) inhibition; Q99487; recombinant PAFAH2, FP-rhodamine activity probe, fluorescence polarization; inhibition, % at 3.39 µM; actives 0.99% (n = 340,000);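 active = inhibition above the mean over all tested compounds plus 3 SD, cut at about 30% in these data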;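 also: inhibitors block probe labeling of enzyme so polarization drops; 0% = enzyme with DMSO and 100% = wells lacking PAFAH2 protein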
Fam108B counter = counter-screen for RBBP9 inhibitors: inhibitors of mouse Fam108B. recombinant Fam108B, FP-Rh probe fluorescence polarization. AID 1947. inhibition, % at 9.51 µM. actives 0.33% (n = 300,000);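 active = inhibition above the screen mean inhibition plus 3 SD, computed separately per campaign, cut at about 18% in these data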;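 also: inhibitors lower polarization as less probe binds the enzyme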
Active calls of the source: *; · = no result given.

SMILES	PAD4 inh	PAFAH1B3 FP inh	PAFAH1B2 inh	GSTO1 counter	pPAFAH FP inh	LYPLA1 inh	PME-1 primary	PAFAH2 FP inh	Fam108B counter
COc1ccc(C2C(C(C)=O)=C(O)C(=O)N2c2nccs2)c(OC)c1 (centres undefined)	-3	8	2	6	6	1	-6	1	-3
OCC[C@H]1C[C@@H](O)[C@H](O)[C@]2(OCCc3ccccc32)O1	2	13	4	7	-1	-2	-3	-4	6
O=C(Nc1nnc(S(=O)(=O)Nc2ccccc2)s1)c1ccccc1Cl	-3	2	2	-72	15	4	-3	1	-2
CC(NC(=O)c1ccccc1)C(=O)NNC(=O)c1ccccc1Cl (centres undefined)	3	2	2	·	-1	0	-6	-1	·
O=C(N/N=C/c1cccs1)c1n[nH]c2c1CCC2	-1	7	-1	-3	4	2	0	2	-2
CCn1ccnc1CN(C)C(=O)c1cc(COc2ccc(OC)c3ccccc23)on1	2	-4	3	10	10	1	6	1	0
O=C(CSc1ncccn1)Nc1ccc(S(=O)(=O)N2CCCCC2)cc1	-3	-5	3	-5	7	-1	2	11	-1
O=C(O)CC/C(=N/Nc1ncc(C(F)(F)F)cc1Cl)C(=O)O	-5	2	3	-4	-1	0	-4	4	-5
CCCCSc1nc(C)[nH]c1[N+](=O)[O-]	0	4	-3	2	-3	-1	1	-2	4
CC1(C)CC(=O)C2=C(C1)NC(=O)CC2c1ccccc1F (centres undefined)	-6	5	5	9	5	6	-2	-1	1
CC(=O)NNC(=O)c1ccncc1	0	9	1	-2	2	2	3	3	2
O=C(CC12CC3CC(CC(C3)C1)C2)NCO	3	-1	3	4	-1	1	2	-2	1
CCn1c(C)cc2c(c1=O)C(c1ccc3c(c1)OCO3)C(C#N)=C(N)O2 (centres undefined)	1	2	-3	-3	1	4	8	3	-3
COC(=O)c1cc(C(=O)c2cc(Cl)ccc2O)coc1=N	-2	3	5	6	5	1	-2	-5	3
CCN1CCCC1CNC(=O)c1ccc(Sc2ccccc2Cl)c([N+](=O)[O-])c1 (centres undefined)	-5	3	5	-1	8	1	9	5	-3
COc1ccc(CC(=O)NC2=NCCS2)cc1	2	-2	2	0	2	0	0	0	-2
CN1CCN(CCC(=O)N/N=C/c2cc([N+](=O)[O-])ccc2OC(F)F)CC1	-8	2	1	13	-2	5	-1	2	-4
CCOCCCNC(=O)c1cn(CC)c2ccc(S(=O)(=O)N3CCC(C)CC3)cc2c1=O	6	7	6	6	2	5	8	2	-1
CC(=O)N1CCN(CC(=O)O)CC1	2	·	·	4	0	-4	-1	·	-2
COc1cc(/C=N/N=C2/NC(=O)C(c3ccccc3)S2)ccc1O (centres undefined)	-1	13	-1	2	20	-3	9	11	5
COc1cc(C(=O)Nc2cccc(C)n2)ccc1OCC(=O)N1CCOCC1	-1	7	-1	·	-2	-2	-1	-7	·
COc1ccc(-c2cc(Nc3ccccc3NC(=O)C(F)(F)F)n(CCC#N)n2)cc1	-2	5	-5	-2	1	0	5	-5	0
CCOc1ccc(CCNC(=O)c2cc3sccc3n2CC)cc1OCC	2	-7	-7	-4	10	-1	-1	10	-2
O=C(CSc1nnc(C2COc3ccccc3O2)o1)N1CCCC1 (centres undefined)	0	2	-1	9	0	3	-2	2	-3
CCNC(=O)NC(=O)COC(=O)CCCSc1nc2ccccc2[nH]1	1	-3	0	-6	3	-1	-3	1	-4
CCCS(=O)c1nc(C)cc(C)c1S(C)(=O)=O (centres undefined)	-8	2	3	-3	-4	1	-2	0	4
CCCCCc1c(C)nc(N2CCOCC2)[nH]c1=O	1	10	4	8	4	1	0	-3	-1
CC(=O)c1cnc2c(-c3ccccc3)cnn2c1C	-2	7	2	-3	2	-3	1	3	0
Cn1cccc1Cc1nnc(SCC(=O)NCCc2ccccc2)n1C	5	-4	5	3	0	-1	-3	-9	0
CC(C)Cc1nc2sc3c(=O)[nH]cnc3c2c2c1CCC2	-4	11	7	2	8	2	2	3	-2
COc1ccc(N2CCN(C(=O)CCc3cc(OC)c(OC)c(OC)c3)CC2)cc1	1	-1	3	-1	4	3	-2	-1	8
Cc1ccc2nc(SCC(=O)NCc3ccco3)c(C)cc2c1	2	1	-3	-5	5	-3	3	5	1
Cn1c(N2CCCC2)nc2c1c(=O)[nH]c(=O)n2C	-2	5	1	1	-3	1	-5	1	7
Cn1c(C(N)=O)cnc1Sc1ncc(C(F)(F)F)cc1Cl	-1	6	3	0	2	1	-4	-5	1
COc1ccc(/C=C2\SC(=S)N(CC(=O)OCC(=O)Nc3cc(Cl)cc(Cl)c3)C2=O)cc1	5	18	15	-2	4	-5	2	-9	27*
Cc1cccc(/C=N/n2c(-c3ccco3)n[nH]c2=S)c1	1	1	9	-1	4	2	-1	0	1
CN(/C(=N\S(=O)(=O)c1ccccc1)C(F)(F)F)c1ccccc1	-1	12	4	3	6	0	-6	0	-1
CN(C)c1ccc(S(=O)(=O)c2ccc(Cl)cc2)cc1	-5	3	10	-4	4	-1	1	-9	3
CCOc1nc(-c2ccc(OC)cc2)ccc1-c1noc(C)n1	2	1	-3	-4	6	-3	3	4	0
CC[C@@]1(C(=O)OC)N[C@H](CN(C)C(=O)COC)[C@@H]2C(=O)N(Cc3ccccc3)C(=O)[C@@H]21	-2	2	5	·	2	·	·	11	·

Given with two lines to a compound: entries from further up.
Below each SMILES – PAD4 inh | PAFAH1B3 FP inh | PAFAH1B2 inh | GSTO1 counter | pPAFAH FP inh | LYPLA1 inh | PME-1 primary | PAFAH2 FP inh | Fam108B counter
Cn1c(C(N)=O)cnc1Sc1ncc(C(F)(F)F)cc1Cl
→ -1 | 6 | 3 | 0 | 2 | 1 | -4 | -5 | 1
COc1ccc(/C=C2\SC(=S)N(CC(=O)OCC(=O)Nc3cc(Cl)cc(Cl)c3)C2=O)cc1
→ 5 | 18 | 15 | -2 | 4 | -5 | 2 | -9 | 27*
Cc1cccc(/C=N/n2c(-c3ccco3)n[nH]c2=S)c1
→ 1 | 1 | 9 | -1 | 4 | 2 | -1 | 0 | 1
CN(/C(=N\S(=O)(=O)c1ccccc1)C(F)(F)F)c1ccccc1
→ -1 | 12 | 4 | 3 | 6 | 0 | -6 | 0 | -1

(listing goes on)
SMILES	PAD4 inh	PAFAH1B3 FP inh	PAFAH1B2 inh	GSTO1 counter	pPAFAH FP inh	LYPLA1 inh	PME-1 primary	PAFAH2 FP inh	Fam108B counter
Cc1ccccc1NS(=O)(=O)c1csc(C(N)=O)c1	-3	8	4	0	9	1	1	-6	-1
CC(C)c1cccc(C(C)C)c1NC(=O)COc1nncc2ccccc12	-6	6	0	-13	-1	-9	1	-2	-2
CN1CCc2c(n(CC(O)CN(CCO)CCO)c3ccccc23)C1=O (centres undefined)	-2	2	-2	5	-2	0	6	13	1
CCC1=[N+]([O-])C(C)(/C(C)=N\O)N(O)C1(C)C (centres undefined)	0	4	3	-1	2	-2	3	2	0
O=C(Nc1ccc2c(c1)OCCO2)c1cc2sccc2n1Cc1ccccc1	0	3	2	-5	7	-12	0	-3	3
CCOC(=O)c1c(S(=O)(=O)NCC(=O)Nc2ccc(OC)cc2)c(C)n(C)c1C	-3	8	6	-3	6	0	-3	5	-6
Nc1ccc2c3c(cccc13)CC2	-19	-1	-2	-4	18	-2	-2	-5	2
O=C(NCc1ccccc1)C(c1cccs1)N(Cc1cccs1)C(=O)c1cnccn1 (centres undefined)	0	1	2	-2	4	1	5	3	-1
Cc1ccc(NS(=O)(=O)c2c(C)[nH]c(C)c2C(=O)N2CCCC2)cc1Cl	-2	6	-5	3	3	1	1	3	-1
CCOc1ccc(N(CC(=O)NCCc2ccccc2)C(=O)c2csnn2)cc1	-3	3	3	8	-2	6	8	4	5
CC1Nc2ncnc(N3CCN(c4ccccc4)CC3)c2N(Cc2ccccc2)C1=O (centres undefined)	-1	6	-2	6	-1	0	5	-95	3
C#CCNC(=O)C1=C[C@@H](c2ccc3c(c2)OCO3)[C@H](CCCO)[C@@H](OCC)O1	2	6	7	0	-12	-4	-5	9	-5
COc1cccc(-c2csc(N3CCN(C(=S)Nc4ccccc4Cl)CC3)n2)c1	2	11	0	-1	-2	-4	-3	8	-1
O=C(c1ccc2nc(Cc3ccccc3F)oc2c1)N1CCCC1	0	5	4	-1	3	-2	15	2	0
O=C(Cn1cc(C(F)(F)F)cc(Cl)c1=O)NC1CCS(=O)(=O)C1 (centres undefined)	7	2	-1	·	0	-2	6	-2	·
O=C(NCc1ccccn1)Nc1cc(Cl)ccc1Cl	0	3	6	0	12	-1	-1	1	-4
O=C(Nc1ccc(F)cc1)c1ccc(S(=O)(=O)NCc2cccnc2)cc1	0	2	5	0	1	-1	-9	-6	0
O=C1/C(=C/c2cccc([N+](=O)[O-])c2)Oc2cc(O)ccc21	3	14	9	11	6	17*	4	7	14
CCOC(=O)N1CCN(c2cc(=O)n(-c3ccc(OCC)cc3)c(=O)[nH]2)CC1	-1	0	-2	-9	6	-5	12	-3	0
Cc1ccc(N2CC(C(=O)Nc3ccc(S(=O)(=O)NCC4CCCO4)cc3)CC2=O)cc1 (centres undefined)	-6	-8	0	8	3	6	4	-5	-2
Cn1cc(CN(Cc2ccccc2)C[C@@H]2CCC(=O)N2)c(-c2ccccc2F)n1	7	7	1	11	-3	-4	-2	5	1
C/C(=N\n1c(C)cc(C)c(C#N)c1=O)c1cccs1	-3	-1	3	-5	6	1	2	-4	0
CC(C)(C)C1COc2ccccc2N1C(=O)c1ccccc1Cl (centres undefined)	-6	1	12	5	8	4	-2	3	-1
CCn1c(C(C)NC(=O)c2cccs2)n[nH]c1=S (centres undefined)	2	0	4	2	6	0	-3	-3	1
O=C1C=C(Nc2ccc(O)cc2)CC(c2ccco2)C1 (centres undefined)	0	5	4	5	7	-1	-2	-3	5
CCOc1ccc(-n2c(=S)sc3c(=O)[nH]c(SCC(=O)N4CCC(C)CC4)nc32)cc1	-5	5	9	-1	-4	3	2	5	0
O=S(=O)(c1ccc(NC(=S)Nc2ccc3c(c2)OCO3)cc1)N1CCOCC1	-4	0	4	6	8	3	2	5	-1
COc1ccc(C(=O)NCC(=O)NCC(=O)OCC(=O)c2ccc(Br)cc2)cc1	-2	12	7	4	2	-4	-1	-2	1
Cc1cccc(NC(=O)c2nc[nH]c2C(=O)N[C@H](C)c2ccccc2)c1	-6	-1	1	·	-3	-15	-20	-2	·
CN1C(=S)SC(/[N+]([O-])=C/c2c(F)cccc2Cl)C1(C)C (centres undefined)	-1	·	·	-5	-2	1	-2	·	-1
O=C(Nc1ccc(S(=O)(=O)N2CCCCC2)cc1)C1CC(=O)N(c2ccc(Cl)cc2)C1 (centres undefined)	-2	1	-6	-8	-6	-6	-16	-5	-9
COc1cc(Cl)cc(C2NC(=S)NC(c3ccccc3)=C2C(C)=O)c1OCC(=O)O (centres undefined)	-9	1	10	-13	0	0	1	0	2
CC1(C(=O)N/N=C/c2ccc3c(c2)OCO3)CC1(Br)Br (centres undefined)	2	12	2	0	0	1	4	7	2
Cc1nc(N(C)C)c2sc(=S)n(-c3ccccc3)c2n1	2	0	-3	5	-3	-2	1	-2	-3

This is a subset; the hit share may differ from the screen's.
